aSyn yeast inh – qHTS of alpha-syn Inhibitors; AID 652106, 2013; Potency, µM (highest dose often 46.1 µM), for inactives: at the highest dose growth rescue (activation), actives largely listed as activators; Yeast expressing alpha-synuclein, growth rescue, BacTiter-Glo, 24 h; 370,000 tested, 0.14% active; further: potency means the concentration at half of the fitted maximal effect; % of control where 0% means no effect; nearly all actives have a fitted effect of over 65% in size
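Rescue of yeast growth: cells expressing toxic alpha-synuclein, induced in galactose at OD600 0.02, incubated with compound 24 h at 30 C. ATP luminescence quantified growth; inhibitors of toxicity appear as activators.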
GLP-1R inv ag – qHTS of GLP-1 Receptor Inverse Agonists (Inhibition Mode); Glucagon-like peptide 1 receptor (Homo sapiens), P43220; HEK293 GLP-1R CRE-luciferase, luminescence, 24 h; GLP-1R form is constitutively active; Potency, µM (doses to about 38.3 µM), without a hit: at the highest dose activity change, negative = inhibition, most hits filed as inhibitors; 410,000 tested, 1.6% active; further: potency means the concentration at half of the fitted maximal effect; on the % scale 0 is the no-effect control and ±100 the full control effect; nearly all actives have a fitted effect of over 55% in size
Target sequence (P43220 whole entry, looked up): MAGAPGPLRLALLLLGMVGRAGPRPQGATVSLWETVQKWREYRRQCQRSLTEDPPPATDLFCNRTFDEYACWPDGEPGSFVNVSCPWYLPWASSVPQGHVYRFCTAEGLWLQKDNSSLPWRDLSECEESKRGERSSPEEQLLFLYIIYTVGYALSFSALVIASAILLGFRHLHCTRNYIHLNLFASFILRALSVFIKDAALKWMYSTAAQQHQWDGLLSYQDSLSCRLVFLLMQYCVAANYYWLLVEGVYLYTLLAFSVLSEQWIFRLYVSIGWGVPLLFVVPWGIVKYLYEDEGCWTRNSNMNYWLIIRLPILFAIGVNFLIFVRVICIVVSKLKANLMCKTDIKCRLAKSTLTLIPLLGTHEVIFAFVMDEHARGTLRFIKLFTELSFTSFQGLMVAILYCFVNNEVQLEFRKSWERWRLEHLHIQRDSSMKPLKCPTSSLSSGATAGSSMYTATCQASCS
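Stable HEK293 clone (constitutively active GLP-1R + cAMP-response luciferase); 200 cells/uL plated, 12 h pre-culture, compound 24 hr, 37 deg C/5% CO2; detection reagent 12 min RT; luminescence.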
TDP-43 yeast inh – qHTS of TDP-43 Inhibitors; TDP-43 expressing yeast growth rescue, BacTiter-Glo, 24 h; Potency, µM (titrated, usually from 46.1 µM), for inactives: at the top dose growth rescue (activation), most hits filed as activators; 410,000 tested, 1.8% active; AID 652104, 2013; further: potency means the concentration at half of the fitted maximal effect; % of control where 0% means no effect; nearly all actives have a fitted effect of over 50% in size
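Yeast expressing TDP-43 (pregrown in raffinose, seeded at OD600=0.02 in galactose medium) exposed to compounds 24 hr at 30 deg C. Growth read by BacTiter-Glo luminescence; rescue of toxicity appears as increased signal.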
Akt phos inh – HTS Assay for Inhibitors of Akt Phophorylation: Primary Screen; activity change, % for hits at 50 µM; Neuro2A IGF-stimulated pAkt S473 HTRF, 20 min; active compounds read low; AID 651550, 2012; 360,000 tested, 0.32% active; in the data active means activity change below about -80%; inconclusive means mostly about -51% to -80%; further: on the % scale 0 is the no-effect control and ±100 the full control effect
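Single-point screen (50 µM final compound) in Neuro2A cells stimulated 20 min with 6 nM IGF at 37 deg C. After lysis, Ser473-phosphorylated Akt read by HTRF (ex 330 nm, em 615/665 nm) as the 665/615 ratio.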
D3 antag – qHTS of D3 Dopamine Receptor Antagonist: qHTS. 360,000 tested, 2.5% active. D(3) dopamine receptor (Homo sapiens), P35462. D3R cells, DiscoveRx beta-arrestin luminescence, antagonist mode; active compounds read low. max response, negative = inhibition, %; in the data active means max response below about -50%; inconclusive means no clear call, values can overlap the other calls; further: on the % scale 0 is the no-effect control and ±100 the full control effect; mostly tested at two doses, the higher about 12 µM
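Cells expressing the human receptor were seeded at 1500 cells/well, incubated overnight at 37 degrees C in 5% CO2, then exposed to library compounds with dopamine controls for 90 minutes at 37 degrees C before luminescent detection.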
Abeta rescue – qHTS for compounds that reverse cellular toxicity of Amyloid beta (A-beta) peptide in yeast: Primary Screen; Potency, µM (doses to about 46.1 µM), inactives show at the top dose growth rescue, most hits filed as activators; AID 1347071, 2019; yeast expressing A-beta42, growth rescue, OD600, 48 h; response scale: 0% DMSO, 100% iron-clioquinol control; 410,000 tested, 0.063% active; further: potency means the concentration at half of the fitted maximal effect; nearly all actives have a fitted effect of over 55% in size
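Growth rescue measured by 600 nm absorbance after 48 h yeast culture at 30 C with compound. Values normalized between DMSO and an equimolar ferric chloride plus clioquinol control.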
FUS suppressor – qHTS for Suppressors of FUS Proteinopathy: Primary screen using FUS-linked yeast assay; S. cerevisiae FUS-expressing, growth rescue, OD600, 24 h; Potency, µM (series often up to 76.6 µM), without a hit: top-dose growth rescue (activation), hits mostly activators; 390,000 tested, 0.24% active;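 further: potency means the concentration at half of the fitted maximal effect; plate controls were DMSO vehicle for no effect and reference control for full effect; nearly all actives have a fitted effect of over 55% in size; some results filed as inactive show a strong effect at the top dose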
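Yeast expressing FUS under galactose induction, OD 0.005 in 2% galactose medium; compounds in a dilution series, 24 h at 30C. Growth rescue by absorbance at 600 nm; CP55940 positive control, DMSO negative.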
GLP1R ag – qHTS of GLP-1 Receptor Agonists. HEK293 GLP-1R CRE-luciferase, luminescence, 4-6 h; cells express a hypersensitive GLP-1R form. Potency, µM (highest dose often 45.6 µM), for the others: at the top dose activation, most hits filed as activators. 380,000 tested, 0.007% active; further: potency means the concentration at half of the fitted maximal effect; % of control where 0% means no effect
PTHR1 agonist – qHTS for PTHR1 Agonists: Primary Screen; HEK293 GP2 PTHR1 cells, GloSensor cAMP luminescence, 1 h; Potency, µM (titrated, usually from 115 µM), inactives show top-dose activation, most hits filed as activators; 410,000 tested, 0.075% active; AID 743266, 2014; further: potency means the concentration at half of the fitted maximal effect; nearly all actives have a fitted effect of over 55% in size; some results filed as inactive show a strong effect at the top dose; inactives centre near -15; many of its hits are not listed in these tables
Target sequence (Q03431 whole entry, looked up): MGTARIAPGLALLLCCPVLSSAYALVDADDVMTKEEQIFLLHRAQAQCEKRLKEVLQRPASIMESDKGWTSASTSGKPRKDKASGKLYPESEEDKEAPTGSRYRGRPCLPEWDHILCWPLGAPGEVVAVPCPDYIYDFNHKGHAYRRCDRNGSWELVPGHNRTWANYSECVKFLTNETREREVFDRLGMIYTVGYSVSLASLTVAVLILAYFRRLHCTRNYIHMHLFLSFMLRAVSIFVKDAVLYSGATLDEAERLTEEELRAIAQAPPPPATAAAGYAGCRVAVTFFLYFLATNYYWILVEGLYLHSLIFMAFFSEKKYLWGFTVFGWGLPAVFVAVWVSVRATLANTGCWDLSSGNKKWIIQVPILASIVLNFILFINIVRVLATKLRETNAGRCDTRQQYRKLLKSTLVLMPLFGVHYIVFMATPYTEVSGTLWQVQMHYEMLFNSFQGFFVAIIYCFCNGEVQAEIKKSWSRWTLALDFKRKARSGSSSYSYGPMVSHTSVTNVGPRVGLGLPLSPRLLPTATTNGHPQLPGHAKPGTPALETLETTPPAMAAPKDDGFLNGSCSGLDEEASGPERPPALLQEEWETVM
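HEK-293-derived GP2 cells expressing PTHR1 and a GloSensor cAMP reporter, 3,000/well, plated overnight, given luciferin plus IBMX (each 0.5 mM as added) for 1 h at 37 °C, then compound for 1 h at 37 °C. Luminescence was read after 15 min at room temperature.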
Active calls of the source: *; i = inactive; ? = inconclusive; . = not tested or not shown; & = joins results of further samples; [ ] = dose if it differs, or a comment. Unless noted, the call rests on the fitted dose curve; in most records, active means well fitted curve in the direction sought with a large enough effect; inconclusive means small, poorly fitted or top-dose-only effect, or another doubt; inactive means no such curve, though single readings can be large; an effect the other way counts as inactive or inconclusive. Some of the compounds tested, so the mix of outcomes need not match the whole.

Molecule,aSyn yeast inh,Akt phos inh,GLP1R ag,Abeta rescue,GLP-1R inv ag,FUS suppressor,D3 antag,TDP-43 yeast inh,PTHR1 agonist
COc1cc2c(cc1OC)CN(CC(=O)Nc1cccc(C)c1)CC2,8%,i,0%,14%,25%,-12%,-9,16%,i
O=C(C1CC1)N1CCc2cc(Br)cc(S(=O)(=O)NCCN3CCOCC3)c21,8%,i,-7%,15%,13%,8%,18,9%,i
Cc1ccc(C(=O)NCC(=O)N2CCc3ccccc3C2)cc1C,-8%,i,15%,-20%,8%,25%,-1,-22%,-7%
COc1ccc(C)cc1NC(=O)CCS(=O)(=O)c1ccc2c(c1)oc(=O)n2C,2%,i,-4%,3%,17%,9%,10,7%,-12%
COc1cc(NC(=O)CC2NCCNC2=O)cc(OC)c1 (stereo unspecified),2%,i,12%,16%,7%,26%,6,-6%,-8%[57.5 µM]
COc1ccc(N2C(=O)C3CCCN3C2c2cc(OC)c(OC)cc2OC)cc1 (stereo unspecified),-11%,i,-3%,2%,11%,-14%,6,10%,i
CN[C@H]1CCc2cc(OC)c(OC)c(OC)c2-c2ccc(OC)c(=O)cc21,-4%,i,4%,-23%,6%,-36%,-17,0%,i
COc1ccc2[nH]c(C(=O)N/N=C/c3cc(OC)c(OC)c(OC)c3)cc2c1,-2%,i,14%,10%,?,-19%,26,5%,-10%
O=C(CN1C(=O)C2C3c4ccccc4C(c4ccccc43)C2C1=O)N1CCOCC1 (stereo unspecified),-12%,i,-10%,-14%,3%,8%,20,-24%,i
N#Cc1ccsc1NC(=O)CSc1ncnc2ccccc12,11%,i,-5%,10%,?,17%,-8,3%,-30%[57.5 µM]
Fc1ccc(C2c3[nH]c4ccccc4c3CCN2Cc2ccoc2)cc1 (stereo unspecified),-2%,i,9%,5%,?,8%,-8,-6%,-5%
N/C(=N\S(=O)(=O)c1cc(C(F)(F)F)cc(C(F)(F)F)c1)c1cccs1,1%,i,15%,19%,?,8%,-12,5%,-43%[inhibitor]
CC1(C)C[C@H](O)[C@]2(CO)CC[C@]3(C)C(=CCC4[C@@]5(C)CC[C@H](O)C(C)(C)C5CC[C@]43C)[C@@H]2C1 (stereo partly specified),0%,i,-1%,-11%,26%,-12%,32,7%,-22%
CCn1c(COc2cccc(C)c2C)nnc1SCC(=O)Nc1cc(C)on1,-1%,i,1%,7%,-17%[7.66 µM],11%,-7,8%[9.22 µM],i
CCc1nnc(NC(=O)CSc2nnc(COc3ccc(C#N)cc3)n2-c2ccccc2)s1,4%,i,1%,5%,5%,3%,0,3%,-30%
CN(C)c1nc(N)c([N+](=O)[O-])c(NCC2CCCO2)n1 (stereo unspecified),2%,i,?,8%,91%[activator],-1%,6,10%,-16%
O=C(c1cc(Br)ccc1Cl)N1CCN(c2ccccn2)CC1,1%,i,2%,17%,0%,-19%,9,0%,-22%
Cc1nc2c(-c3ccc(F)cc3)c(C)nn2c(C)c1CCC(=O)N1CCN(c2ccc(F)cc2)CC1,5%,i,-8%&0%,8%&21%,8%&17%,?,15,?,i
CCOc1ccc(NC(=O)CC2C(=O)N(c3ccc(OCC)cc3)C(=S)N2C2CC2)cc1 (stereo unspecified),3%,i,-3%,6%,-19%,.,-24,0%,-44%[inhibitor]
COC(=O)c1ccc(COC(=O)C(CCSC)NC(=O)COc2ccccc2)cc1 (stereo unspecified),-8%,i,0%,-16%,-4%,.,-6,-4%,i
Cc1cccc(C(=O)N2CCC(=O)N([C@H](COCc3cccc(C(F)(F)F)c3)Cc3ccccc3)CC2)c1,?,i,0%,4%,11µM*,?,14,?,-33%[inhibitor]
CC1CN(C(=O)c2cc(Br)c(Br)s2)CC(C)O1 (stereo unspecified),5%,i,10%,-11%,-6%,-9%,22,?,-3%
CC1=C(C(=O)N(C)C)CC(CC(=O)NCc2cccc3ccccc23)C(=O)N1Cc1ccc(C(C)(C)C)cc1 (stereo unspecified),6%,i,3%,4%,?,?,3,0%,-37%[inhibitor]
CC(C)c1ccc(OCc2ccc(C(=O)N(C)C)o2)cc1,-8%,i,22%,-20%,?,-2%,0,4%,-44%[inhibitor]
COc1ccc(C2CC(=O)C(CS(=O)(=O)c3ccccc3)C(=O)C2)cc1 (stereo unspecified),8%,i,1%,2%,-4%,39%,-6,13%,i
COc1cc(/C=C2/SC(=S)N(CCC(=O)Nc3ccccc3)C2=O)cc(OC)c1OC,-1%,i,-4%,11%,1%,6%,-10,4%,i
COc1ccc(/C=C2/SC(=O)N(CCC(=O)Nc3ccccc3)C2=O)cc1OC,-4%,i,7%,-24%,6%,-10%,-4,-11%,i
COC(=O)/C=C1/S/C(=N/NC(=O)c2ccc(Cl)cc2Cl)NC1=O,-5%,i,0%,-10%,8%,14%,-15,6%,-20%
CN(C)c1ccc(C=C2C(=O)OC(C)(C)OC2=O)cc1,1%,i,-3%,12%,-9%,3%,7,12%,-38%[inhibitor]
Cc1c(NC(=O)C(C)Oc2ccc(Br)cc2Cl)c(=O)n(-c2ccccc2)n1C (stereo unspecified),2%,i,16%,6%,-26%,12%,-11,15%,i

Records above marked active in GLP-1R inv ag.
mol	Akt phos inh	GLP1R ag	GLP-1R inv ag	FUS suppressor	PTHR1 agonist
Cc1cccc(C(=O)N2CCC(=O)N([C@H](COCc3cccc(C(F)(F)F)c3)Cc3ccccc3)CC2)c1	i	0%	11µM*	?	-33%[inhibitor]

Some of the entries above, reformatted:
Order of results – aSyn yeast inh	Akt phos inh	GLP1R ag	Abeta rescue	GLP-1R inv ag	FUS suppressor	D3 antag	TDP-43 yeast inh	PTHR1 agonist
COC(=O)/C=C1/S/C(=N/NC(=O)c2ccc(Cl)cc2Cl)NC1=O
    -5%	i	0%	-10%	8%	14%	-15	6%	-20%
CN(C)c1ccc(C=C2C(=O)OC(C)(C)OC2=O)cc1
    1%	i	-3%	12%	-9%	3%	7	12%	-38%[inhibitor]

The list goes on:
Molecule,aSyn yeast inh,Akt phos inh,GLP1R ag,Abeta rescue,GLP-1R inv ag,FUS suppressor,D3 antag,TDP-43 yeast inh,PTHR1 agonist
S=C(NCc1ccccc1)N1CCn2cccc2C1c1ccncc1 (stereo unspecified),-5%,i,-2%,5%,-32%,9%,0,?,-40%
Cc1ccc(SCCCn2cncn2)cc1,-10%,-111%*,-9%,-10%,-3%,-13%,?,-2%,i
Cc1ccc(S(=O)(=O)N2CCOCC2)cc1NC(=O)CSc1cccc[n+]1[O-],-1%,i,-10%,-3%,7%,19%,2,-4%,i
Cc1cc(Nc2ccccc2N2CCOCC2)n2ncnc2n1,-12%,i,1%,-3%,24%,20%,?,-1%,i
O=C(Nc1ccc(-c2ccco2)cc1)C1CCCN(Cc2ccco2)C1 (stereo unspecified),8%,i,6%,9%,-18%,-2%,37,9%,i
Cc1ccc(-n2c(O)c(C=Nc3ccccc3-c3n[nH]c(=S)[nH]c3=O)c3ccccc3c2=O)c(C)c1,-1%,i,12%,1%,-11%,10%,-1,8%,-30%[inhibitor]
O=C(Nc1cccc(C(F)(F)F)c1)C1Cc2c(-c3ccc(Cl)cc3)ccnc2O1 (stereo unspecified),?,i,-1%,14%,?,30%,8,20µM*,i
N=c1sccn1CC(=O)Nc1cc(Cl)ccc1Oc1ccccc1,4%,i,-1%,9%,?,11%,?,2%,-4%[57.5 µM]
Cc1ccc2cc(CN(C)S(C)(=O)=O)c(=O)[nH]c2c1,1%,i,8%,-15%,5%[7.66 µM],32%,-14,5%[9.22 µM],i
C=CCNC(=O)CSc1nnc(-c2cccs2)o1,0%,i,-5%,5%,2%,-10%,0,8%,i
Cc1ccc(C(=O)O/N=C2/CC3CCC2(C)[C@@]3(C)CBr)cc1 (stereo partly specified),-54%[inhibitor],i,11%,-28%,-20%,-16%,-16,?,-4%
COc1cccc(CN2CCNC(=O)C2CC(=O)N(Cc2cnn(C)c2)C(C)C)c1 (stereo unspecified),-6%,i,5%,?,7%,10%,-5,-21%,-14%
CCOC(=O)c1c(-c2ccccc2)oc2cc(Br)c(O)cc12,4%,i,13%,13%,?,-21%,3,21%,-1%
CCCCNC(=O)CN1C(=O)c2c(c3ccccc3n2C)C1c1ccc(OC)cc1 (stereo unspecified),.,.,.,-3%,?,19%,.,0%,i
COCCOC(=O)C1=C(C)NC(=S)NC1/C=C/c1ccccc1 (stereo unspecified),-1%,i,18%,-5%,-15%,3%,5,11%,i
COc1ccc(C(C)=O)cc1CSc1nnc(SCc2cc(C(C)=O)ccc2OC)s1,2%,i,3%,-3%,-21%,9%,-22,-20%,-8%
Cc1coc(NC(=O)CSc2nc(-c3ccncc3)cc(C(F)(F)F)c2C#N)n1,-1%,i,-3%,3%,0%,29%,2,0%,i
COC(=O)CNC(=O)CNC(=O)Nc1ccccc1Cl,0%,i,-13%,3%,0%,5%,-12,-5%,i
O=C(Cn1cnc2c(cnn2-c2ccccc2)c1=O)NC1CCCC1,-5%,i,-2%,-6%,3%,-13%,-6,30%,-26%
O=C1[C@H]2[C@@H](c3ccc(F)cc3)N3C(=O)N(c4ccccc4)C(=O)[C@@]3(Cc3ccc(Cl)cc3)[C@H]2C(=O)N1C1CCCCC1,1%,i,-3%,15%,?,35%,3,6%,-30%

Compound activity: PubChem, National Center for Advancing Translational Sciences (NCATS)
